Screens (PubChem)
FadD28 FP inh: inhibitors of Mycobacterium tuberculosis FadD28 bisubstrate binding; FadD28 bisubstrate probe binding, fluorescence polarization; inhibition, % at 12.5 µM; hit rate 0.22% among 360,000; AID 588549; in the data active means inhibition above about 8.5%, passing the limit was not always enough
Mtb FBA inh: Mtb fructose-bisphosphate aldolase inhibition; P9WQA3; purified M. tuberculosis FBA, fluorescence read-out; inhibition, % at 1 µM; hit rate 2.3% among 360,000; AID 588726; in the data active means inhibition above about 27%;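 further: 0% = vehicle and 100% = reference inhibitor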
TcdB inh: blocks C. difficile toxin B glycohydrolase activity; hit rate 0.24% among 350,000; TcdB glycohydrolase enzymatic assay, plate reader; inhibition, % at 9.99 µM; P18177; in the data active means inhibition above about 10%
GDH-TPI counter: counter-screen for M. tuberculosis FBA inhibitors: GDH-TPI coupled enzymes | hit rate 1.2% among 360,000 | GDH-TPI coupled enzyme counterscreen, NADH absorbance | inhibition, % at 4.8 µM | AID 588335; in the data active means inhibition above about 30%;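 further: 0% = DMSO wells and 100% = wells lacking the enzyme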
Mtb UGM inh: blocks M. tuberculosis UGM enzyme. purified UGM, fluorescence polarization probe displacement. inhibition, % at 10 µM. hit rate 0.06% among 320,000; in the data active means inhibition above about 10%, passing the limit was not always enough
Vc quorum ag: inducers of Vibrio cholerae quorum light production without autoinducers; V. cholerae BH1578 lux reporter, luminescence, 6 h; activation, % at 18.7 µM; hit rate 0.16% among 350,000; in the data active means activation mostly above about 9.7%, no sharp cut-off; further: not every result past the cut was called active; inactives centre near 0; reference of the scale not given here
Y pestis TopoI: Y. pestis Topo-I inhibition via cleavage products; activity, % at 10 µM; Y. pestis Topo-I cleavage product accumulation, plate reader; hit rate 0.064% among 360,000; in the data active means activity above about 50%, passing the limit was not always enough; further: inactives centre near 2
PfHsp40 yeast: restores yeast growth despite PfHsp40 toxicity | S. cerevisiae expressing PfHsp40, growth rescue, ATP luminescence | growth rescue, % at 12.5 µM | hit rate 0.68% among 340,000 | AID 504582; in the data active means growth rescue above about 28%, passing the limit was not always enough;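 further: yeast W303a lacking pdr1 and pdr3 grown in galactose medium; growth measured after three days at 30 °C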
BioA inh: inhibitors of Mycobacterium tuberculosis BioA enzyme. purified M. tuberculosis BioA enzyme, plate reader. inhibition, % at 9.99 µM. hit rate 0.096% among 360,000. AID 602481; in the data active means inhibition above about 40%
Numbers without * were called inactive; i = inactive; nt = no result given; + = active, no number.

1	CNC(=O)Cn1c(C)cc(=O)c2cccc(C)c21
2	COc1ccccc1NC(=O)C/C(N)=N/O
3	O=[N+]([O-])c1ccc2ncnc(Nc3ccc4c(c3)OCCO4)c2c1
4	CCc1ccc(N(CC(=O)NCCc2ccccc2)C(=O)CCC(=O)Nc2ccccn2)cc1
5	COc1ccc(Cc2n[nH]c(=S)n2-c2cc(C)ccc2C)cc1OC
6	O=S(=O)(CCNCCc1ccccc1)NCc1ccccc1
7	N/C(=N\[N+](=O)[O-])N/N=C/c1ccc(O)cc1
8	CCN1CCN(CCNC(=O)c2ccc(CS(=O)c3ccc(Br)cc3)o2)CC1 (stereo not drawn)

Screen / compound no.	1	2	3	4	5	6	7	8
Vc quorum ag	i	-5.0	-0.4	0.2	nt	i	-0.5	i
GDH-TPI counter	-7	-4	10	1	nt	8	37*	4
Y pestis TopoI	7	2	-3	-2	nt	13	1	-5
Mtb UGM inh	-0.5	-3.9	-0.8	-3.0	nt	nt	0.6	1.2
TcdB inh	1.3	nt	-1.0	0.8	1.5	0.5	9.6	-0.4
Mtb FBA inh	1	0	0	3	3	0	0	-6
FadD28 FP inh	-1.3	-2.6	0.2	nt	-1.6	-1.4	-1.3	-2.8
PfHsp40 yeast	nt	0.3	-0.7	-0.5	nt	-0.6	0.1	-0.3
BioA inh	1.8	-1.2	nt	-1.8	1.3	0.1	-1.4	-1.8

9	O=C(CSc1ccc2nnc(-c3cccnc3)n2n1)Nc1cccc(F)c1
10	COC(=O)C1=C(c2cc3ccccc3s2)C[C@@H]2CC[C@H]1N2C(=O)N1CCC(C)CC1
11	NP(=O)(Oc1ccccc1)Oc1ccccc1
12	Cc1nc2ccccc2c(=O)n1NC(=O)c1ccccc1Cl
13	O=C(COC(=O)COc1ccc2c(c1)CCC2)Nc1ccccc1
14	CN(CC1CCCO1)S(=O)(=O)c1ccc(C(=O)Nc2ccc(F)cc2)cc1 (stereo not drawn)
15	COc1ccc2c(c1)c1nc(SCC(C)C)n(CCO)c(=O)c1n2C
16	CCn1c(=N)c(C(=O)NCCCOC)cc2c(=O)n3cccc(C)c3nc21

Screen / compound no.	9	10	11	12	13	14	15	16
Vc quorum ag	-0.8	i	1.2	-0.4	i	0.8	-0.3	i
GDH-TPI counter	1	7	5	-5	2	4	7	0
Y pestis TopoI	-8	39	-1	-2	9	10	-2	-2
Mtb UGM inh	5.1	-1.6	nt	0.3	nt	-0.4	-0.5	0.7
TcdB inh	3.1	0.9	1.1	nt	-3.3	2.1	1.2	nt
Mtb FBA inh	2	1	0	1	-3	2	8	+
FadD28 FP inh	-3.6	-3.7	-4.4	1.4	-0.8	-1.6	0.2	-1.1
PfHsp40 yeast	-0.5	5.9	-0.9	0.0	-1.6	-0.3	0.2	-0.5
BioA inh	4.3	-2.4	-0.2	0.7	-1.3	3.2	-1.4	0.5

17	COc1ccc(C2=NOC(Cn3nc(-c4ccccc4)cc3C(=O)O)C2)cc1 (stereo not drawn)
18	Cc1cc(C)n(-c2ccc(C(C)C)cc2)c(=O)c1C#N
19	Cc1ncc(CO)c(/C=N/N=C/c2ccccc2O)c1O
20	O=C(CN1CCC(C(=O)c2ccc3c(c2)OCCO3)CC1)NCc1ccc(F)cc1
21	CCCc1cc(=O)[nH]c(SCC(=O)Nc2ccc([N+](=O)[O-])cc2C#N)n1
22	O=C(O)CSc1nnc(-c2cccnc2)n1Cc1ccccc1
23	CCc1ccc(/C=N/NC(=O)c2cc(C3CC3)nc3ccccc23)s1
24	Cc1noc(C)c1CSCC(=O)Nc1cc(C(F)(F)F)ccc1N1CCOCC1

Screen / compound no.	17	18	19	20	21	22	23	24
Vc quorum ag	i	0.5	-0.1	-0.8	-0.4	-0.6	-6.7	-0.4
GDH-TPI counter	7	11	13	5	29	11	24	13
Y pestis TopoI	6	0	4	9	-2	13	34	7
Mtb UGM inh	2.0	-1.0	3.6	0.9	-0.9	1.0	-0.3	-1.5
TcdB inh	0.8	0.7	nt	-1.0	1.9	nt	nt	1.0
Mtb FBA inh	5	1	7	3	1	3	0	0
FadD28 FP inh	-0.8	-2.0	0.4	-2.3	-2.0	-0.5	0.1	-1.6
PfHsp40 yeast	-0.4	-0.7	-0.9	1.2	-0.5	-1.3	-0.6	0.7
BioA inh	-4.6	nt	nt	-5.1	-0.7	1.4	-1.8	7.4

25	N#Cc1ccccc1S(=O)(=O)N1CCN(C(=O)CCNS(=O)(=O)c2ccc(Cl)cc2)CC1
26	O=C(O)CN(c1ccccn1)S(=O)(=O)c1ccc(Cl)cc1
27	COc1ccc(-c2cnnn2-c2ccc(NC(=O)c3ccc(S(=O)(=O)N4CCCCC4)cc3)cc2)cc1
28	O=C(c1cccc(F)c1)N1CCC(N2CCOCC2)CC1
29	CC(=O)c1ccc(NC(=O)NC2CCCc3ccccc32)cc1 (stereo not drawn)
30	O=C(O)CC(NC(=O)C(c1ccccc1)c1ccccc1)c1ccc(F)cc1 (stereo not drawn)
31	Cc1ccc(NC(=O)CSc2sc3c(O)cc(=O)[nH]c3c2C#N)c(F)c1

Screen / compound no.	25	26	27	28	29	30	31
Vc quorum ag	-0.6	i	-0.5	0.3	-3.2	-0.3	i
GDH-TPI counter	7	11	13	0	9	10	16
Y pestis TopoI	14	-10	31	-4	9	-1	-6
Mtb UGM inh	nt	-3.0	-1.3	0.1	-0.6	3.2	0.5
TcdB inh	0.0	nt	nt	nt	1.3	1.2	1.2
Mtb FBA inh	-3	35*	-1	4	-1	0	-7
FadD28 FP inh	-5.1	2.1	3.4	-1.7	-0.6	-0.2	-2.4
PfHsp40 yeast	1.2	-1.0	0.3	1.6	-0.3	0.6	0.2
BioA inh	4.2	-5.3	0.4	-0.4	4.2	nt	-1.3

Whole records from above. Screens in order: Vc quorum ag	GDH-TPI counter	Y pestis TopoI	Mtb UGM inh	TcdB inh	Mtb FBA inh	FadD28 FP inh	PfHsp40 yeast	BioA inh
N#Cc1ccccc1S(=O)(=O)N1CCN(C(=O)CCNS(=O)(=O)c2ccc(Cl)cc2)CC1 reads -0.6	7	14	nt	0.0	-3	-5.1	1.2	4.2
COc1ccc(-c2cnnn2-c2ccc(NC(=O)c3ccc(S(=O)(=O)N4CCCCC4)cc3)cc2)cc1 reads -0.5	13	31	-1.3	nt	-1	3.4	0.3	0.4
CC(=O)c1ccc(NC(=O)NC2CCCc3ccccc32)cc1 (stereo not drawn) reads -3.2	9	9	-0.6	1.3	-1	-0.6	-0.3	4.2
O=C(c1cccc(F)c1)N1CCC(N2CCOCC2)CC1 reads 0.3	0	-4	0.1	nt	4	-1.7	1.6	-0.4
O=C(O)CC(NC(=O)C(c1ccccc1)c1ccccc1)c1ccc(F)cc1 (stereo not drawn) reads -0.3	10	-1	3.2	1.2	0	-0.2	0.6	nt
